Bioassay records deposited in PubChem by several laboratories.
NOD2 inhibition: NOD2 signaling inhibitors, cell-based, luminescence, uHTS, HEK293 (AID 1566). HEK293 NOD2/NF-kB luciferase reporter, luminescence; higher % means a stronger effect. 290,000 tested, 0.63% active. one-dose inhibition, % at 4 µM; EC50 in µM for titrated hits; in the data active = inhibition above about 50%; note: many of its hits are not listed in these tables
Dynein cargo inh: dynein cargo transport inhibition; 3617.4 mouse cells, GR-EGFP nuclear translocation imaging; test concentration mostly 20 µM; stimulated with dexamethasone, 1 µM; active compounds read low; z-score, hits read low; 220,000 tested, 0.47% active; AID 1381;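 active = plate z-score of nuclear minus cytoplasmic receptor signal below a set negative limit, without overly bright fluorescence or cell loss, cut at about -3.5 in these data, passing the limit was not always enough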;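 note: z-score of nuclear minus cytoplasmic ring GR-EGFP intensity difference per well; some compounds called inactive have numbers as strong as hits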
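Also added – dexamethasone, 1.0 µM final · Buffer or medium – tet-free, stripped-serum medium · Schedule – induction 48 h, compound 1 h, agonist 30 min · Detection – formaldehyde fixation, Hoechst nuclear stain, 10x automated fluorescence imaging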
Ins promoter up: MIN6 insulin promoter up-regulation; MIN6 insulin promoter-GFP reporter, high-content imaging; active compounds read high; z-score at 5 µM; 190,000 tested, 0.3% active;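 active = z-score above 3 at 5 µM with at least 500 cells counted in the well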
Autophagy HCS: modulators of autophagy | calls only at 10 µM (by protocol) | 190,000 tested, 0.98% active | MEF GFP-LC3 puncta imaging; test concentration mostly 10 µM;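 active = percentage of spot-positive cells more than 3 SD above its plate mean, without a fluorescence outlier flag or 80% toxicity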;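 note: spot-positive cell cutoff set from DMSO-treated cells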
Lipid droplet: modulators of hepatic lipid droplet formation; AML12 mouse hepatocytes, oleate lipid droplets, BODIPY imaging; inhibition, % at 6.5 µM; 240,000 tested, 0.4% active; AID 1656;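 active = lipid droplet intensity inhibited by at least 50%, with more than 500 cells counted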
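Assay system: AML12 mouse liver cells | Compound: 6.5 µM single-point dosing | Schedule: Overnight exposure | Technique: Fluorescence imaging, 20x objective, two fields per well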
MT stabilize HCS: stabilizes microtubules in HeLa cells; 200,000 tested, 0.83% active; HeLa tubulin immunostaining HCS, 24 h; share of cells brighter than vehicle mean+2SD; % tubulin-high responders, % at 10 µM;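 active = plate Z-score above 3 for both tubulin-high and condensed-nucleus cell shares, with cell loss under 80%, at 10 µM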;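 note: anti alpha tubulin signal scored within the nucleus-defined area of each cell; some results filed as inactive read as strong as hits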
WT yeast gro inh: growth inhibition of WT yeast, mitochondrial fusion screen | mitochondrial fusion phenotypic screen, WT strain | inhibition, % at 10 µM | 190,000 tested, 2.1% active | AID 1362; in the data active = inhibition above about 58%; tested in S. cerevisiae
Yfh1-depleted yeast: enhancers of respiration in Yfh1-depleted yeast, dose response, Friedreich's ataxia, plus single-dose screen (AID 1465); 220,000 tested, 0.074% active; fold induction at 50 µM; hits with a dose series show EC50 in µM; S. cerevisiae Yfh1-off respiration, WST-1 reduction, 72 h; higher fold induction means a stronger effect;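 active = fold induction of absorbance versus untreated yeast above a set limit, then at least 30% activation at any dose in follow-up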;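 note: activators that raise dye reduction in frataxin-depleted yeast; strong numbers were not always called active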
bCat nuc transl: beta-catenin nuclear translocation modulation | 190,000 tested, 0.3% active | nuclear translocation activity, % at 5 µM | HeLa beta-catenin nuclear translocation, immunofluorescence imaging;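 active = nuclear translocation activity above 50% at 5 µM, with a well cell count of 50 or more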;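 note: per-cell ratio of nuclear to cytoplasmic median beta-catenin stain intensity; plate controls were DMSO negative control for no effect and GSK-3 inhibitor IX positive control for full effect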
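Test system: human HeLa cells, endogenous beta-catenin. Times: 24 h compound exposure, 37°C. Measured by: beta-catenin immunofluorescence imaging with DAPI.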
WT yeast gro inh mutant strain: recorded beside WT yeast gro inh, whose call it bears; inhibition, %; mitochondrial fusion phenotypic screen, mutant strain inhibition
Dynein cargo inh cytoplasmic EGFP: also measured in Dynein cargo inh; calls as there; z-score; measured here: cytoplasmic GR-EGFP intensity; active compounds read high
Dynein cargo inh nuclear GR-EGFP: further read-out of Dynein cargo inh, marked with its call; z-score; measured here: nuclear GR-EGFP intensity;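 lower value marks the stronger effect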
Dynein cargo inh cell count: recorded beside Dynein cargo inh, whose call it bears; z-score; measured here: cell count per field
Ins promoter up cell count: further read-out of Ins promoter up, marked with its call; cell count; measured here: cytotoxicity, nuclei count;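 total cells summed across four imaged fields per well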
Lipid droplet cells 6.5 µM: also measured in Lipid droplet; calls as there; cell count; measured here: cell count, cytotoxicity flag;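 cells counted across two imaged fields per well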
bCat nuc transl cell count 5 µM: further read-out of bCat nuc transl, marked with its call; cell count; measured here: cell count, cytotoxicity flag
MT stabilize HCS Hoechst-high %: further read-out of MT stabilize HCS, marked with its call; % Hoechst-high responders; measured here: nuclear condensation Hoechst responders;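 share of cells brighter than vehicle mean plus two SD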
MT stabilize HCS cytotoxicity %: also measured in MT stabilize HCS; calls as there; toxicity, %; measured here: cytotoxicity by cell density;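 0% = mean cell density of plate MIN control wells and 100% = no cells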
Autophagy HCS cell loss 18 h: recorded beside Autophagy HCS, whose call it bears; toxicity, %; measured here: cell loss, nuclei count;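 cell loss after 18 h compound exposure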
The depositor's hits bear a star; i = inactive; / = not tested or not shown. This is a subset; the hit share may differ from the screen's.

The opening three entries, to show the layout:
SMILES | NOD2 inhibition | Dynein cargo inh | Dynein cargo inh cytoplasmic EGFP | Dynein cargo inh nuclear GR-EGFP | Dynein cargo inh cell count | Ins promoter up | Ins promoter up cell count | Autophagy HCS | Autophagy HCS cell loss 18 h | Lipid droplet | Lipid droplet cells 6.5 µM | MT stabilize HCS | MT stabilize HCS Hoechst-high % | MT stabilize HCS cytotoxicity % | WT yeast gro inh | WT yeast gro inh mutant strain | Yfh1-depleted yeast | bCat nuc transl | bCat nuc transl cell count 5 µM
Clc1cccc(Cl)c1CSc1nnc(-c2ccncc2)s1 | -23% | -0.68 | 0.044 | -0.32 | 0.51 | -0.25 | 1395 | / | / | -20 | 720 | / | / | / | / | / | i | 5.8 | 922
O=C(COC(=O)C1CC(=O)N(Cc2ccccc2)C1)Nc1ccccc1F (stereo not drawn) | -4% | 0.24 | -0.31 | 0.39 | -0.63 | 0.11 | 1063 | i | 8 | 0 | 679 | 1.9 | 3.0 | 0.9 | -1 | 11 | i | -1.3 | 1098
O=S(=O)(c1cnc[nH]1)N1CCCCCC1 | 5% | -1.1 | -0.19 | -0.26 | -0.013 | -0.04 | 1154 | i | 9 | 0 | 706 | 2.2 | 3.0 | 11 | 1 | -11 | i | -2.2 | 1136

Results, from the start:
SMILES | NOD2 inhibition | Dynein cargo inh | Dynein cargo inh cytoplasmic EGFP | Dynein cargo inh nuclear GR-EGFP | Dynein cargo inh cell count | Ins promoter up | Ins promoter up cell count | Autophagy HCS | Autophagy HCS cell loss 18 h | Lipid droplet | Lipid droplet cells 6.5 µM | MT stabilize HCS | MT stabilize HCS Hoechst-high % | MT stabilize HCS cytotoxicity % | WT yeast gro inh | WT yeast gro inh mutant strain | Yfh1-depleted yeast | bCat nuc transl | bCat nuc transl cell count 5 µM
Clc1cccc(Cl)c1CSc1nnc(-c2ccncc2)s1 | -23% | -0.68 | 0.044 | -0.32 | 0.51 | -0.25 | 1395 | / | / | -20 | 720 | / | / | / | / | / | i | 5.8 | 922
O=C(COC(=O)C1CC(=O)N(Cc2ccccc2)C1)Nc1ccccc1F (stereo not drawn) | -4% | 0.24 | -0.31 | 0.39 | -0.63 | 0.11 | 1063 | i | 8 | 0 | 679 | 1.9 | 3.0 | 0.9 | -1 | 11 | i | -1.3 | 1098
O=S(=O)(c1cnc[nH]1)N1CCCCCC1 | 5% | -1.1 | -0.19 | -0.26 | -0.013 | -0.04 | 1154 | i | 9 | 0 | 706 | 2.2 | 3.0 | 11 | 1 | -11 | i | -2.2 | 1136
COc1cccc(C(=O)NCC(=O)OCC(=O)c2ccccc2)c1 | -10% | 0.45 | 0.12 | 0.25 | -0.79 | -1.1 | 1344 | i | -6 | 12 | 697 | 4.0 | 3.0 | 3.4 | -6 | -11 | i | / | /
Cc1cccc(NC(=S)NC(NC(=O)OCc2ccccc2)C(Cl)(Cl)Cl)c1 (stereo not drawn) | 4% | -0.073 | -0.18 | 0.67 | 0.6 | -0.14 | 1472 | i | 22 | / | / | 3.0 | 2.2 | 10 | -2 | -13 | i | 1.3 | 1436
O=C(/C=C/NCc1cccnc1)C(F)(F)C(F)(F)F | 3% | -0.068 | -0.28 | 0.00078 | 1.4 | -0.29 | 1319 | i | -9 | 5 | 692 | 4.2 | 1.9 | 9.1 | -2 | -7 | i | -0.2 | 1106
Cc1cc(-c2ccccc2)c2c(=O)[nH][nH]c2n1 | 8% | 2.9 | 0.2 | 2.2 | -2.2 | 0.06 | 1291 | i | -10 | 7 | 749 | 2.3 | 3.3 | 9.8 | -15 | -15 | i | -0.4 | 538
COc1ccccc1Nc1nc(N)nc(CCl)n1 | / | -0.16 | -0.24 | 0.39 | 0.37 | 1.1 | 1015 | / | / | -48 | 700 | / | / | / | / | / | i | -1.2 | 1468
CCCCCC(=O)NC(=S)NNC(=O)c1ccc([N+](=O)[O-])cc1 | 24% | -0.038 | -0.25 | -0.12 | 0.16 | -0.25 | 1528 | i | -10 | 4 | 682 | 3.2 | 1.5 | 4.2 | -12 | -41 | i | -0.7 | 1029
CC1=NN(C(=S)Nc2ccccc2)C(C)(C)C1 | -19% | -0.037 | -0.31 | 0.22 | 0.83 | 0.13 | 1323 | i | -3 | -22 | 711 | 0.3 | 1.1 | 4.2 | 9 | 5 | i | 0.2 | 1014
Cc1ccc(NC(=O)COC(=O)Cn2cnc3c2c(=O)n(C)c(=O)n3C)cc1Cl | 2% | -0.75 | -0.088 | -0.24 | 0.29 | -0.19 | 1391 | i | -12 | -5 | 715 | 1.3 | 1.4 | 5.1 | -2 | 3 | i | -0.4 | 1079
COc1ccc(-c2nc(CN(Cc3cnn(C)c3)C(C)C)c(C)o2)c(OC)c1 | 0% | 0.95 | -0.17 | 0.76 | -0.75 | / | / | i | 1 | -3 | 640 | 1.5 | 1.9 | 6.9 | 1 | 4 | i | -0.5 | 996
O=C(COc1ccccc1Cl)NC(=S)N1CCc2ccccc21 | -42% | -0.68 | -0.18 | 0.27 | -0.12 | 0.34 | 1456 | i | -16 | / | / | 2.1 | 1.6 | 6.9 | 11 | 6 | i | 0.8 | 1278
CC(=O)C1=C(C)NC(SCC(=O)c2ccc(F)cc2)=C(C#N)C1CC(C)C (stereo not drawn) | 7% | 0.33 | -0.26 | 1.2 | -0.58 | -0.68 | 854 | i | -2 | -54 | 679 | 2.1 | 3.6 | 11 | -6 | -24 | i | 1.8 | 523
Cc1cc2nc(-c3cc(N4CCOCC4)ccc3[N+](=O)[O-])ccn2n1 | 6% | -1.5 | 0.11 | -0.62 | 0.35 | -0.46 | 1221 | i | 2 | 6 | 684 | 3.1 | 2.1 | 3.1 | -7 | 3 | i | -1.1 | 1108
CC1CCCCN1C(=O)COc1ccccc1F (stereo not drawn) | -6% | 0.35 | -0.23 | 0.16 | 0.26 | / | / | i | 28 | -24 | 740 | 1.8 | 2.4 | 5.7 | -1 | -3 | i | -0.9 | 951
CCN(CC)C(=O)C1CCCN(Cc2cccc(F)c2)C1 (stereo not drawn) | 0% | 0.28 | 0.011 | 0.86 | -0.33 | -0.54 | 1117 | i | 5 | / | / | 4.6 | 2.3 | 10 | 2 | -11 | i | 0.6 | 1114
Cc1cc(NS(=O)(=O)c2ccc(NC(=S)NC(=O)c3ccc(F)cc3Cl)cc2)no1 | 19% | 0.11 | -0.16 | 0.15 | -0.48 | 0.03 | 1117 | i | -9 | -6 | 679 | 4.7 | 2.2 | 9.2 | 19 | -1 | i | 0.2 | 885
CCc1ccc(Nc2ncccc2C#N)cc1 | -23% | -0.0028 | 0.15 | 0.53 | 0.59 | -0.37 | 1515 | i | 18 | / | / | 2.7 | 1.9 | 5.9 | -22 | -22 | / | -1.4 | 1400
COc1cc(-c2nnc3sc(-c4cccs4)nn23)cc(OC)c1OC | 1% | -0.34 | -0.15 | 0.22 | 0.26 | -3.8 | 1278 | i | -3 | -2 | 700 | 9.9 | 4.3 | 12 | 5 | 8 | i | 7.7 | 855
Cc1ccc(C(=O)Nc2ccc3cn[nH]c3c2)cc1S(=O)(=O)N1CCOCC1 | -14% | -0.15 | -0.29 | 0.11 | 0.76 | -0.25 | 1558 | i | 11 | -1 | 629 | 5.6 | 1.5 | 7.9 | -2 | 7 | i | -0.6 | 967
COc1cc2c(cc1NC(=O)C(c1ccccc1)c1ccccc1)CCCC2 | 3% | 0.081 | -0.32 | 0.095 | 0.42 | / | / | i | -4 | -1 | 786 | 1.0 | 1.3 | 9.3 | 30 | -6 | i | / | /
O=C(Cc1ccc(Cl)cc1)Nc1ccc(SC(F)F)cc1 | -36% | -0.62 | -0.3 | -0.62 | 1 | -0.37 | 1266 | i | -10 | 9 | 638 | 2.4 | 3.8 | 1.6 | -6 | -5 | i | 0.4 | 986
O=C(NCCN1CCN(c2ccccc2)CC1)C1CCN(S(=O)(=O)N2CCOCC2)CC1 | 5% | -0.21 | -0.19 | 0.22 | 0.099 | / | / | i | 9 | / | / | 5.9 | 2.6 | 5.7 | -7 | -10 | i | / | /
CC1CC(C)CN(c2nc(NCc3ccco3)nc(N)c2[N+](=O)[O-])C1 (stereo not drawn) | 11% | -0.43 | -0.25 | -0.33 | 0.99 | -0.01 | 1158 | i | 6 | 0 | 693 | 3.6 | 2.2 | 8.5 | 25 | -10 | i | -3.2 | 499
O=C(c1ccco1)N1CCN(C(=O)c2cccc3c2C(=O)N(C2CCCCC2)C3)CC1 | 12% | -0.72 | -0.27 | 0.42 | 0.47 | -0.07 | 1153 | i | 14 | 10 | 738 | 3.4 | 2.6 | 1.6 | -6 | -8 | i | -2.2 | 529
Cc1ccc(CN2CCNC(=O)C2CC(=O)N(C)CCc2ccccc2)cc1 (stereo not drawn) | 23% | 0.51 | -0.22 | 0.05 | 0.048 | 0.5 | 684 | i | -38 | -12 | 662 | 1.2 | 1.1 | 2.9 | 9 | 6 | i | -1.6 | 1111
CN(C)S(=O)(=O)c1cccc(-c2nnc(SCCNCCO)n2-c2ccc(F)cc2)c1 | -8% | 0.34 | -0.34 | 0.44 | 0.58 | -1 | 1170 | i | 36 | -4 | 680 | 3.0 | 2.9 | 11 | -4 | 10 | i | -4.6 | 1152
COc1cc2c(-c3ccc(O)cc3)nc3c(c(C)nn3-c3ccccc3)c2cc1OC | 17% | 2.9 | -0.16 | 1.1 | -1.8 | -1.1 | 855 | i | 9 | -1 | 546 | 2.5 | 1.2 | 1.4 | 10 | -30 | i | 8.6 | 877
CCCCCOC(=O)c1cc(=O)[nH]c2ccccc12 | -15% | 0.94 | -0.051 | 0.55 | 0.16 | -0.45 | 1266 | i | 3 | / | / | 6.4 | 6.0 | 6.9 | 11 | 14 | i | 5.8 | 886
